# BRCA1 expr act – activators of BRCA1 expression; AID 624202; hit rate 1.1% among 380,000; MCF7-BRCA1-FFLuc reporter, luminescence, 48 h; response scale: scaled: vehicle 0%, 10 µM genistein 100%; Potency, µM (series often up to 46.1 µM), without a hit: top-dose activation, usual class: activators; also: potency is read from the fitted curve at half-maximal effect; nearly all actives have a fitted effect of over 80% in size; some results filed as inactive show a strong effect at the top dose
#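 First, MCF7-BRCA1-FFLuc cells (2000/well) attach for 2 h; next, compounds are pin-added and incubated 48 h at 37 °C; finally, luciferase reagent is added and luminescence read after 15 min.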
# ELG1 genotox – induces genotoxicity in HEK293T cells with luciferase-tagged ELG1; hit rate 1.3% among 330,000; HEK293T ELG1-luciferase reporter, luminescence, 16 h; AID 504466; Potency, µM (series often up to 46 µM), without a hit: at the top dose activity change, positive = activation, hits mostly activators; also: potency is read from the fitted curve at half-maximal effect; % of control where 0% means no effect; nearly all actives have a fitted effect of over 60% in size
#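 Reporter readout depends on ELG1 protein level, which increases with genetic stress. After 16 hr compound exposure at 37 °C, luciferase activity was quantified using ONE-Glo.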
# ELG1 DNA repair – ELG1-dependent DNA repair inhibition | HEK293T ELG1-luciferase reporter, luminescence, 16 h; DNA damage induced by 5-fluorouridine | AID 504467 | hit rate 2.3% among 330,000 | Potency, µM (top dose mostly 46.1 µM), for the others: at the top dose activity change, negative = inhibition, most hits filed as inhibitors; also: potency is read from the fitted curve at half-maximal effect; % is scaled to controls: 0 for no effect and ±100 for the full control effect; nearly all actives have a fitted effect of over 55% in size
#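 5-Fluorouridine DNA damage + compound/DMSO, 2,000 cells/well, 16 h, 37 °C/5% CO2. ONE-Glo, 30 min RT, luminescence. Readout = decrease in reporter signal.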
# FLuc counter – inhibits or activates purified firefly luciferase, miR-21 counter-screen | hit rate 6.9% among 360,000 | AID 588342 | purified FLuc, Km substrates, luminescence inhibition | Potency, µM (doses to about 57.5 µM), for inactives: at the top dose activity change, negative = inhibition, hits mostly inhibitors;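 also: potency is read from the fitted curve at half-maximal effect; plate controls were vehicle for no effect and reference inhibitor for full effect; nearly all actives have a fitted effect of over 55% in size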
#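 Purified P. pyralis luciferase (10nM final) with 10uM D-luciferin and 10uM ATP (Km levels) in 50mM Tris acetate pH 7.5, 10mM Mg acetate, 0.01% Tween-20, 0.05% BSA; qHTS 6-point titration, ~60 µM downward; luminescence read.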
# TRPV1 ag – activates the human vanilloid receptor TRPV1. Q8NER1. TRPV1-expressing cells, Fluo-8 calcium influx, agonist mode. activation, % at 8.33 µM. hit rate 0.19% among 320,000. AID 540275; in the data active = activation above about 80%; inconclusive = between about 30% and that limit; also: 0% is about no effect
#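 TRPV1-expressing cells were cultured overnight at 35.5C and loaded with Fluo-8 calcium dye for 40 to 90 min at room temperature. After a 10 s baseline, compound was added and calcium influx was read kinetically for 3 min (ex 480/em 520 nm).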
# p53 reactivation – re-activators of mutant p53; H1299 p53-A138V BP100-luciferase reporter, luminescence, 24 h; Potency, µM (titrated, usually from 92.2 µM), for the others: top-dose activity change, positive = activation, most hits filed as activators; hit rate 0.063% among 320,000; AID 504706; also: potency is read from the fitted curve at half-maximal effect; % of control where 0% means no effect; nearly all actives have a fitted effect of over 45% in size
#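 p53-null H1299 cells stably carrying temperature-sensitive p53-A138V and a BP100-luciferase reporter were pinned with compounds (4-point, 1:5 series) and held 24 hrs at 37 deg C. Luminescence was read 10 min after detection reagent.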
# RORg inh – ROR gamma (mouse) transcription inhibition; Drosophila S2 Gal4-RORgamma UAS-luciferase reporter, 20 h; AID 2551; hit rate 5.4% among 310,000; Potency, µM (doses to about 53.6 µM), without a hit: top-dose activity change, negative = inhibition, hits mostly inhibitors; also: potency is read from the fitted curve at half-maximal effect; % is scaled to controls: 0 for no effect and ±100 for the full control effect; nearly all actives have a fitted effect of over 60% in size
# Target sequence (P51450 whole entry, looked up, the tested form may be a part): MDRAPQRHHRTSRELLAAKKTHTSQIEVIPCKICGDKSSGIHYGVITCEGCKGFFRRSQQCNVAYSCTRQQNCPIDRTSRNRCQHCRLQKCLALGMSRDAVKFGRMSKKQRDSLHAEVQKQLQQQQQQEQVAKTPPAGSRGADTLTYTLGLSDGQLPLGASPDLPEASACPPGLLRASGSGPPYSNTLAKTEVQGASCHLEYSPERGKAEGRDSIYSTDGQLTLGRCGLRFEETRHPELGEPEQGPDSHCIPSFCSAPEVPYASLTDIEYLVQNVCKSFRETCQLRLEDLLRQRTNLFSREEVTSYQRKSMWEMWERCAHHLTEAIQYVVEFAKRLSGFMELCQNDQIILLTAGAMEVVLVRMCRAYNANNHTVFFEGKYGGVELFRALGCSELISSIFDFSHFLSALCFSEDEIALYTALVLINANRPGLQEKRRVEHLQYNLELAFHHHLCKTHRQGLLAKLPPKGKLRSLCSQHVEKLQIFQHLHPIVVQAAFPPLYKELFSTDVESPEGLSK
#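 Drosophila Schneider cells stably carrying a metallothionein-driven Gal4 DBD–ROR gamma fusion and a UAS-Photinus luciferase reporter were exposed to compound for 1 hr, then induced with copper sulfate (700 uM final) for 20 hr at ambient temperature before luminescence reading.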
# VP16 counter – inhibits Gal4-VP16 luciferase reporter, ROR gamma counter-screen | Drosophila S2 Gal4-VP16 UAS-luciferase, luminescence, 20 h | Potency, µM (top dose mostly 53.6 µM), inactives show top-dose activity, negative = inhibition, hits mostly inhibitors | hit rate 3.5% among 310,000;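 also: Gal4-VP16 expression switched on by copper sulfate through the metallothionein promoter; potency is read from the fitted curve at half-maximal effect; % is scaled to controls: 0 for no effect and ±100 for the full control effect; nearly all actives have a fitted effect of over 50% in size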
# Rab9 prom act – activates the Rab9 promoter; Huh7 Rab9 promoter-luciferase reporter, luminescence, 24 h; Potency, µM (top dose mostly 9.22 µM), for the others: top-dose activation, negative = inhibition, most hits filed as activators; hit rate 2.8% among 320,000; AID 485297; also: potency is read from the fitted curve at half-maximal effect; % of control where 0% means no effect; nearly all actives have a fitted effect of over 60% in size
#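 Quantitative HTS format; Huh7 Rab9-luciferase reporter cells (1500/well) receive compound 2 h post-plating, incubate 24 h at 37 °C, then get luciferase reagent for 10 min before luminescence reading.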
# NPC1 promoter act – NPC1 promoter activation; Huh7 NPC1 promoter luciferase reporter, 24 h; Potency, µM (top dose mostly 9.22 µM), inactives show at the top dose activation, hits mostly activators; hit rate 2.4% among 320,000;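 also: potency is read from the fitted curve at half-maximal effect; % of control where 0% means no effect; nearly all actives have a fitted effect of over 60% in size; reporter is driven by a mutant NPC1 promoter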
#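 Huh7 reporter cells (NPC1 promoter driving luciferase) are dosed with compound for 24 h at 37 °C, 5% CO2; luciferase detection reagent is then added and luminescence measured after 10 min at ambient temperature.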
# Tb PFK inh – T. brucei PFK enzyme inhibition; O15648; T. brucei PFK, ADP-Glo luminescence; Potency, µM (highest dose often 57.5 µM), for the others: at the highest dose activity, negative = inhibition, usual class: inhibitors; hit rate 0.17% among 330,000;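 also: potency is read from the fitted curve at half-maximal effect; 0% = uninhibited 1x PFK enzyme wells and -100% = no-enzyme wells; nearly all actives have a fitted effect of over 60% in size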
# Target sequence (O15648 whole entry, looked up): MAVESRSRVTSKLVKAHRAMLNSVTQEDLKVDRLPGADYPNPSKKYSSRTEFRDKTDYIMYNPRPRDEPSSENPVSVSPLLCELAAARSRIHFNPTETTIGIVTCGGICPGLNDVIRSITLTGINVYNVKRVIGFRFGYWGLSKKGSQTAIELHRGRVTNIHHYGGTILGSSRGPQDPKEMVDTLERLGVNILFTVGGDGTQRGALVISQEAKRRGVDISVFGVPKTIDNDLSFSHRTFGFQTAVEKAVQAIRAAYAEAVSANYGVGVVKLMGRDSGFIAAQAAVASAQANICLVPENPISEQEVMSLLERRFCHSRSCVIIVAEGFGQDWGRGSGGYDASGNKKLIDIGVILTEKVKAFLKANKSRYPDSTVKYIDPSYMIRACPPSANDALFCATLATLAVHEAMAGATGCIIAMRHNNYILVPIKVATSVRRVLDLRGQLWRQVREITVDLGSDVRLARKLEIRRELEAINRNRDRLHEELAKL
#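 In TEA buffer at pH 8.0 with 5 mM MgCl2, enzyme (1.25 nM) converted F6P (0.5 mM) and ATP (0.1 mM) for 45 min at room temperature. ADP product was read by luciferase luminescence.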
# Active calls of the source: *; ? = inconclusive; . = not tested or not shown; & = joins results of further samples; [ ] = dose if it differs, or a comment. Unless noted, calls follow the shape of the dose curve; as a rule, active = well fitted curve in the direction sought with a large enough effect; inconclusive = small, poorly fitted or top-dose-only effect, or another doubt; inactive = no such curve, though single readings can be large; an effect the other way counts as inactive or inconclusive.
SMILES,BRCA1 expr act,ELG1 genotox,ELG1 DNA repair,FLuc counter,TRPV1 ag,p53 reactivation,RORg inh,VP16 counter,Rab9 prom act,NPC1 promoter act,Tb PFK inh
CCCn1c(=O)c(C(=O)NCc2cccnc2)c(O)c2ccccc21,-24%,-9%,-11%,-1%,-3,12%,-23%,-1%,21%,2%,5%
COc1ccc(-c2cc(C(=O)NN3CCOCC3)c3ccccc3n2)cc1OC,-8%,1%,?,?,4,.,.,.,3%,-4%,-5%
COc1ccc(C(=O)/C=C/Nc2ccc(S(=O)(=O)Nc3nc(C)cc(C)n3)cc2)cc1OC,-39%,13%,?,-12%,-2,5%,11%[10 µM],2%,-7%,-1%,2%
COc1cc(OC)cc(-c2nc3ccccc3c(=O)n2OC(=O)c2ccccc2C)c1,-78%,-7%,?,?,11,11%,13µM*,?,-6%,-3%,-1%
CCOc1ccc(/C=C2\SC(=O)N(c3ccc(O)cc3)C2=O)cc1OC,31%,3%,8%,-1%,10,5%,8%,2%,-2%,3%,0%
O=C(COc1ccc([N+](=O)[O-])cc1)NCCC1=CCCCC1,-5%,-1%,7%,2%,?,-5%,44%,-9%,-3%,-1%,-2%
CC(C)Cc1nnc(NC(=O)Nc2ccccc2)s1,?,?,?,17µM*,-1,21%,-2%,-14%,3.2µM*,?,-12%
Cc1nc(NCc2ccccc2)c2cc[nH]c2n1,-14%,3%,-16%,2%,-6,-4%,16%,-27%,-8%,2%,-5%
CCCn1c(NCc2ccco2)nc2c1c(=O)n(C)c(=O)n2C,-18%,-3%,?,-2%,-1,1%,?,-20%,-9%,-1%,-15%
Cc1cc(Br)c(OCc2ccc(C(=O)N/N=C/c3ccc[nH]3)cc2)c(Br)c1,-71%,9%,-28%,.,-7,-9%,.,.,-49%[inhibitor],-41%[inhibitor],9%
Cc1oc2c(cc(NS(=O)(=O)c3ccc4c5c(cccc35)C(=O)N4)c3ccccc32)c1C(=O)OC(C)C,-71%,-1%,-13%,-13%,-1,-3%,0%,0%,0%,-3%,-1%
Cc1ccc(S(=O)(=O)NNC(=O)c2sc3nc(C)cc(C)c3c2-n2cccc2)cc1,0%,-2%,2%,-1%,7,1%,-23%,-2%,-5%,-4%,-7%
COC(=O)c1[nH]c2c(c1C)C(=O)CC(c1cc(OC)c(OC)c(OC)c1)C2 (stereo not given),-23%,-9%,-18%,-3%,2,-6%,?,?,-13%,2%,17%
CCc1noc(C)c1C(=O)Oc1ccc(N(C)S(=O)(=O)c2ccc(C)cc2)cc1,-19%,4%,?,7%,0,-2%,.,.,-6%,-6%,0%
O=C(CCC(=O)N(CC(=O)NC1CCCCC1)CC1CCCO1)Nc1nccs1 (stereo not given),3%,-2%,5%,0%,1,1%,-10%,1%,2%,1%,-1%
COc1ccc(/C=N/Nc2nc(-c3ccc(C)cc3)c(NC(C)=O)s2)cc1OC,-14%,?,?,3µM*,2,3%,-19%,-7%,-3%,-2%,-10%
CCc1cccc(CC)c1NC(=O)/C(C#N)=C/c1ccccc1C(F)(F)F,-92%,-6%,?,0%,16,-35%[inhibitor],11µM*,10µM*,-2%,-1%,0%
C/C=C/c1ccc(OCC(=O)Nc2ccc(C(N)=O)cc2)c(OC)c1,-11%,0%,-15%,0%,?,-5%,-30%,-21%,4%,-11%,-1%
COc1cccc(NC(=O)N2CCCC2C(=O)Nc2cc(C)ccc2OC)c1 (stereo not given),-4%,-5%,-1%,3%,2,-4%,6%,0%,-4%,1%,4%
CN(C)/C=C(\C#N)C(=O)N/N=C/c1ccc(F)cc1,26%,4%,23%,17µM*,2,5%,14%,1%,10%,10%,1%

# Compound profiles (already shown). Order of values: BRCA1 expr act	ELG1 genotox	ELG1 DNA repair	FLuc counter	TRPV1 ag	p53 reactivation	RORg inh	VP16 counter	Rab9 prom act	NPC1 promoter act	Tb PFK inh
# `O=C(CCC(=O)N(CC(=O)NC1CCCCC1)CC1CCCO1)Nc1nccs1` (stereo not given) in the list: 3%	-2%	5%	0%	1	1%	-10%	1%	2%	1%	-1%
# `CCc1noc(C)c1C(=O)Oc1ccc(N(C)S(=O)(=O)c2ccc(C)cc2)cc1` in the list: -19%	4%	?	7%	0	-2%	.	.	-6%	-6%	0%
# `CCCn1c(NCc2ccco2)nc2c1c(=O)n(C)c(=O)n2C` in the list: -18%	-3%	?	-2%	-1	1%	?	-20%	-9%	-1%	-15%
# `Cc1ccc(S(=O)(=O)NNC(=O)c2sc3nc(C)cc(C)c3c2-n2cccc2)cc1` in the list: 0%	-2%	2%	-1%	7	1%	-23%	-2%	-5%	-4%	-7%

# (more compounds)
SMILES,BRCA1 expr act,ELG1 genotox,ELG1 DNA repair,FLuc counter,TRPV1 ag,p53 reactivation,RORg inh,VP16 counter,Rab9 prom act,NPC1 promoter act,Tb PFK inh
COc1ccc(CN2CC(C(=O)NC3CCCCC3)CC2=O)cc1 (stereo not given),1%,-1%,13%,2%,-2,-5%,2%,-3%,-3%,-1%,1%
Cc1ccc(O)c(N=Nc2ccccc2)n1,20%,.,.,.,.,.,1µM*,2.8µM*,21µM*,18µM*,.
COc1cc(NC(=O)CN2CCN(c3ccccc3O)CC2)c(C)cc1[N+](=O)[O-],-36%,-5%,21µM*,-2%,0,-15%,?,-9%,-1%,1%,9%
CCOc1ccc(N=Nc2cc(C(C)C)ccc2O)cc1,26%,2%,11%,?,9,16%,0%,0%,-5%,-1%,-2%
CCn1nc(NC(C)=O)c2cc3cccc(C)c3nc21,-18%,1%,-4%,-2%,5,-5%,-1%,-2%,0%,-1%,1%
C=CCNC(=S)N1CCN(c2cccc(C(F)(F)F)c2)CC1,-24%,0%,-17%,3%,?,-10%,-36%,?,-12%,-7%,-29%
CCN(CC)c1nc(OC)nc(-n2nnc(C(C)=O)c2C)n1,-8%,-3%,-20%,7%,-1,-25%,8%,-1%,2%,-5%,-4%
CC(=O)NCCc1ccc(C(=O)CSc2nnc(C3CC3)n2C2CC2)cc1,1%,-2%,24%,3%,-1,13%,.,.,-2%,-1%,1%
COc1nc(C#N)c(N2CCOCC2)o1,-12%,10%,12%,9%,1,-3%,-24%[0.365 µM],.,-1%,10%,-3%
C/C(=N\NC(=O)c1cccc(S(=O)(=O)N2CCCC2)c1)c1ccco1,-7%,1%,-13%,2%,2,3%,-5%,-12%,4%,-4%,1%
Cc1cccc(N(CC(N)=O)S(C)(=O)=O)c1C,-2%,-3%,1%,-5%,-3,10%,10%,3%,-6%,-6%,-2%
Cc1cc(C(=O)NN=C2CCCCCCC2)c2ccccc2n1,-16%,1%,13%,-2%,-3,0%,.,.,-3%,-1%,0%
O=C(Nc1ccc(N2CCOCC2)cc1)c1ccc2ncsc2c1,?,19%,?,.,.,16%,.,.,.,.,-5%
COCCn1c(C)cc(C(=O)CSc2nc3ccccc3c(=O)n2Cc2ccco2)c1C,?,?,?,1.7µM*,12,?,?,1%,1.3µM*,3.2µM*,1%
CC1CCC(NC(=O)c2cc3c(s2)CS(=O)(=O)C3)CC1 (stereo not given),27%,2%,11%,1%[2.3 µM],?,?,43%,3%,9%,0%,-5%
COc1ccccc1CNC(=O)COc1ccc(S(=O)(=O)N2CCCC2)cc1,-2%,-1%,20%,2%,0,-3%,3%,-2%,2%,-6%,1%
COc1ccc(NC(=O)Cn2nc(C(=O)O)c3ccccc3c2=O)cc1S(=O)(=O)N1CCCCC1,-18%,4%,12%,.,.,2%,.,.,.,.,2%
CCN1C(=NCCc2cccnc2)N[C@@H](c2ccccc2)[C@H](C(=O)OC)[C@H]1C,0%,-1%,14%,-15%&5%,9&1,.,?,-1%&16%,-4%&9%,3%&4%,-2%&-2%
CCc1[nH]c(=O)c(C#N)c2c1COC(C)(C)C2,16%,10%,?,2%,0,-6%,-6%,-16%,-5%,-4%,3%
Cc1cccc(C)c1NC(=O)COC(=O)c1c2c(nc3ccccc13)/C(=C\c1ccc3c(c1)OCO3)CCC2,-21%,1%,?,-19%,?,22%,23%,1%,-8%,-1%,0%
O=C(O)c1ccc(-n2nc(C(F)(F)F)c3c2-c2ccoc2CC3)cc1,-33%,-3%,14%,10%,18,20%,1%,-14%,-1%,-3%,-3%
